# Screening data as filed in PubChem BioAssay.
# Vc quorum ag = induces V. cholerae light production without autoinducers. V. cholerae BH1578 lux reporter, luminescence, 6 h. activation, % at 18.7 µM. hit rate 0.16% among 350,000; in the data active means activation mostly above about 9.7%, no sharp cut-off; further: not every result past the cut was called active; inactives centre near 0; reference of the scale not given here
# Mtb FBA inh = inhibits M. tuberculosis FBA enzyme; inhibition, % at 1 µM; purified M. tuberculosis FBA, fluorescence read-out; hit rate 2.3% among 360,000; in the data active means inhibition above about 27%;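 further: 0% = vehicle and 100% = reference inhibitor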
# BioA inh = blocks M. tuberculosis BioA enzyme activity; purified M. tuberculosis BioA enzyme, plate reader; inhibition, % at 9.99 µM; hit rate 0.096% among 360,000; AID 602481; in the data active means inhibition above about 40%
# TcdB GH inh = TcdB glycohydrolase inhibition. P18177. TcdB glycohydrolase enzymatic assay, plate reader. inhibition, % at 9.99 µM. hit rate 0.24% among 350,000. AID 652162; in the data active means inhibition above about 10%
# Target sequence (P18177 whole entry, looked up): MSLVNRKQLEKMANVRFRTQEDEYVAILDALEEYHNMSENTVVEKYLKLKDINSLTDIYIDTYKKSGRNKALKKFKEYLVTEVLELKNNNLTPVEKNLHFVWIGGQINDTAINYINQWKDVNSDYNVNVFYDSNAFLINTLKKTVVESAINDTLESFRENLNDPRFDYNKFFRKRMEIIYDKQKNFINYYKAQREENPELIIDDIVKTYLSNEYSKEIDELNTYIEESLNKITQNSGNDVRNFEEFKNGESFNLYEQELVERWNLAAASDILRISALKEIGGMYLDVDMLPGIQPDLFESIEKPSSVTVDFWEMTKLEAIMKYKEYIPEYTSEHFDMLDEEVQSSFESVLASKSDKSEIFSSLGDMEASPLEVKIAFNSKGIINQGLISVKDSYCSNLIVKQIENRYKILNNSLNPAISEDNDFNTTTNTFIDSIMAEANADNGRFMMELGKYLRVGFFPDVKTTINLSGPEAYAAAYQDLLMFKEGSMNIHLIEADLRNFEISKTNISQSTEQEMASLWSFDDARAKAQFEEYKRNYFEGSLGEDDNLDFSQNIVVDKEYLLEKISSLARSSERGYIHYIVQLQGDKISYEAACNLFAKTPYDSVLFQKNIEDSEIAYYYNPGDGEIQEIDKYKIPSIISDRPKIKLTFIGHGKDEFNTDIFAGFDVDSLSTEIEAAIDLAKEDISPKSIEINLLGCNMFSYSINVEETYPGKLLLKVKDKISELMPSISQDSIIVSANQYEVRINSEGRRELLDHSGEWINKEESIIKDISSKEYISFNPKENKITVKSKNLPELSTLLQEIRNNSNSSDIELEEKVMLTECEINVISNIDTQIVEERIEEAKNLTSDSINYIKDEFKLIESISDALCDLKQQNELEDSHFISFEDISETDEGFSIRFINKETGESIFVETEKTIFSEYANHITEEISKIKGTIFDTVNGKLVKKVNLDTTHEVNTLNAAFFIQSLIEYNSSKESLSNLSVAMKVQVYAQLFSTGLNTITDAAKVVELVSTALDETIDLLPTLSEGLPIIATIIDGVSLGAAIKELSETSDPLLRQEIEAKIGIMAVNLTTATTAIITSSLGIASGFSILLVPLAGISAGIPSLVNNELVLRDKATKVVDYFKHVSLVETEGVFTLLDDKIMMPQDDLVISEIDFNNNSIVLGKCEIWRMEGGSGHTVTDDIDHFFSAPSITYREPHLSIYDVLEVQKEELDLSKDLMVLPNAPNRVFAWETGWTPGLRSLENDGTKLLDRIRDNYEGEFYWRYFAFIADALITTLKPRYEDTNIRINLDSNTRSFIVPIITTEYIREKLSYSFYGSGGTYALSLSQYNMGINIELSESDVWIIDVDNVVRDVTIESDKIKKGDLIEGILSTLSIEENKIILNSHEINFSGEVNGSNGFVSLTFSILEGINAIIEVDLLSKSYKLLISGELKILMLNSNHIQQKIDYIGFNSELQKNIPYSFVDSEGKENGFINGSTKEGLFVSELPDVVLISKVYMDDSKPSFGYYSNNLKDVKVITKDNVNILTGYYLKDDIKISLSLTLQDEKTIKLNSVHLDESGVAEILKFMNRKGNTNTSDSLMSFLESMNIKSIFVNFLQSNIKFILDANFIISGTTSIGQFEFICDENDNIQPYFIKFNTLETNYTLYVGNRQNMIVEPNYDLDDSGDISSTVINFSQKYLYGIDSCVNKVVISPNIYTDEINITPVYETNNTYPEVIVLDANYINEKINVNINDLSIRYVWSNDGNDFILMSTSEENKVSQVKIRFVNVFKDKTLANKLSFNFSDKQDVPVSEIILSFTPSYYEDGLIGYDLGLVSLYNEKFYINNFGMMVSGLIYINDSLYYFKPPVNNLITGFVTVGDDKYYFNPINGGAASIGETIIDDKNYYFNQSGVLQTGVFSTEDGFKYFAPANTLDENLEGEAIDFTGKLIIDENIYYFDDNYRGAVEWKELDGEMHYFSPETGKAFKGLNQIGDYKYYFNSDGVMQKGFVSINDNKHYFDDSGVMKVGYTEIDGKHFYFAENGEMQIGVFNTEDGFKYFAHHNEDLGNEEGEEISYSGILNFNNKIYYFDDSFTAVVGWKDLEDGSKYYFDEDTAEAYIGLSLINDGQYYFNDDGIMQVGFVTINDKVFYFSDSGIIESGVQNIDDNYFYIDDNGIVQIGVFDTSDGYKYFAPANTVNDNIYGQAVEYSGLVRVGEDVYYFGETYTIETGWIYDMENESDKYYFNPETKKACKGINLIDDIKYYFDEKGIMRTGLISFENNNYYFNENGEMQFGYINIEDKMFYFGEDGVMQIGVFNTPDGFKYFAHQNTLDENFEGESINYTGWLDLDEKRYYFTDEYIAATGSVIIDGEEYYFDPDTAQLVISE
# Mtb UGM inh = blocks M. tuberculosis UGM enzyme | purified UGM, fluorescence polarization probe displacement | hit rate 0.06% among 320,000 | P9WIQ1 | inhibition, % at 10 µM | AID 504406; in the data active means inhibition above about 10%, passing the limit was not always enough
# PfHsp40 yeast = compounds rescuing yeast from Plasmodium falciparum HSP40 toxicity; hit rate 0.68% among 340,000; AID 504582; S. cerevisiae expressing PfHsp40, growth rescue, ATP luminescence; growth rescue, % at 12.5 µM; in the data active means growth rescue above about 28%, passing the limit was not always enough;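 further: yeast W303a lacking pdr1 and pdr3 grown in galactose medium; growth measured after three days at 30 °C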
# GDH-TPI inh = inhibits GDH-TPI coupling enzymes, artifact for Mtb FBA screen; GDH-TPI coupled enzyme counterscreen, NADH absorbance; inhibition, % at 4.8 µM; AID 588335; hit rate 1.2% among 360,000; in the data active means inhibition above about 30%;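 further: 0% = DMSO wells and 100% = wells lacking the enzyme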
# FadD28 binding = blocks FadD28 binding to the bisubstrate probe. fluorescence polarization. inhibition, % at 12.5 µM. hit rate 0.22% among 360,000. AID 588549; in the data active means inhibition above about 8.5%, passing the limit was not always enough
# Yp Topo-I inh = Y. pestis Topo-I inhibition via cleavage products | Y. pestis Topo-I cleavage product accumulation, plate reader | hit rate 0.064% among 360,000 | activity, % at 10 µM; in the data active means activity above about 50%, passing the limit was not always enough; further: inactives centre near 2
# Starred values were filed as active, the others as inactive; i = inactive; x = no result given; & = joins results of further samples.
smiles	Vc quorum ag	Mtb FBA inh	BioA inh	TcdB GH inh	Mtb UGM inh	PfHsp40 yeast	GDH-TPI inh	FadD28 binding	Yp Topo-I inh
O=C1NC(=S)NC(=O)C1c1ccccc1	-0.4	1	2.1	-0.9	x	0.1	12	-0.3	3
CC(C)NC(=O)Cn1cc(C(=O)COc2ccccc2)c2ccccc21	-0.6	1	-1.4	1.8	-1.7	0.2	-6	-2.8	3
CCN1CCN(C(=O)c2cc3ccc(OC)cc3[nH]2)CC1	i	3	0.6	-1.0	-0.7	-1.3	7	-2.7	3
O=C(NCc1nc(-c2ccccc2)cs1)c1ccccc1	-0.1	0	1.9	1.0	3.1	1.6	-1	-2.2	-1
Cn1c(NCCO)nc2c(c1=O)C1(CCCCC1)Cc1ccccc1-2	x	70*	2.7	0.6	0.1	-0.8	1	-2.7	21
CC(=O)N(Cc1cc(=O)[nH]c2ccccc12)c1ccccc1	x	2	0.6	x	-0.9	0.5	1	-4.7	-11
CCOC(=O)c1cnn(-c2cc(Oc3ccccc3)ncn2)c1N	4.0	4	0.4	x	0.2	0.0	7	0.0	6
CCOc1ccc(CCNC(=O)COC(=O)c2ccc(C)c(S(=O)(=O)N3CCOCC3)c2)cc1OCC	-1.3	3	0.3	1.7	x	x	8	-2.6	21
CCCCC(=O)Nc1ccc2c(c1)nc(CCN1CCN(c3ccccn3)CC1)n2C	i	8	4.5	-2.9	1.1	13	3	-0.5	12
Cc1ccc(S(=O)(=O)Cn2nnnc2CN2CCOCC2)cc1	-0.5	-1	-0.9	0.2	-0.8	-0.2	0	-3.8	-9
O=C(CSc1nnnn1C1CCCC1)Nc1cccc(NC(=O)c2ccco2)c1	-3.6	-2	1.0	x	-0.6	18	12	-3.7	-1
Cc1cccc(NC(=O)C2C(C(=O)O)C3C=CC2C32CC2)c1C (centres undefined)	i	-2	-3.1	x	-0.2	-0.1	12	0.7	-12
COc1ccc(-n2c(O)c(C(C)=NCCCn3ccnc3)c(=O)[nH]c2=O)cc1	i	0	-0.4	x	-0.9	-0.4	16	0.9	8
CC(NC(=O)/C(=C/c1cccc([N+](=O)[O-])c1)NC(=O)c1ccco1)C(=O)O (centres undefined)	-0.3	1	-3.0	x	0.0	-1.2	2	-2.2	4
CN(C)c1ccc(/C=N/NC(=O)CNC(=O)/C=C/c2ccco2)cc1	0.2	6	-4.4	0.6	1.7	-1.0	40*	-2.4	-11
COC(=O)c1ccc(C2/C(=C(/O)c3ccc(OC)cc3)C(=O)C(=O)N2Cc2ccco2)cc1 (centres undefined)	-1.8	0	1.8	x	0.0	1.8	19	-0.2	0
COc1ccc(CC(=O)Nc2nnc(C(C)C)s2)cc1	i	3	x	-0.1	x	-1.8	5	-2.0	-1
CCCSc1nc(N)nc2c1ncn2C1OC(CO)C(O)C1O (centres undefined)	-2.0	7	1.4	7.1	x	-0.1	14	-2.6	-4
Cc1ccc(CN2C(=O)c3ccccc3Sc3ccc(C(=O)NCCN4CCOCC4)cc32)cc1	0.7	2	-0.7	1.5	1.5	-0.2	1	-3.7	13
C(=N\n1cnnc1)/c1ccc(OCc2ccccc2)cc1	i	-4	1.6	x	3.5	-0.8	1	-4.3	7
O=C(COc1ccccc1)N1CCN(C(=O)c2cccc(F)c2)CC1	1.3	1	x	x	0.0	-0.1	-8	-2.1	-3
O=C(c1ccc(CS(=O)(=O)c2ccccc2)o1)N1CCC2(CC1)OCCO2	-0.4	-5	1.9	x	1.2	0.3	-15	-3.4	-5
Cc1sc2c(c1C)CN(Cc1ccncc1)CN2C(=O)c1ccco1	-1.4	-2	0.2	x	-1.4	0.7	8	-4.0	-7
CC1(C)Cc2nc3oc4c(SCC(N)=O)ncnc4c3cc2CO1	0.6	-1	0.8	1.2	0.3	x	26	-1.2	4
CCCNC(=O)CCn1nc(-c2ccc(Cl)cc2)c2ccccc2c1=O	0.6	2	-1.0	0.5	0.0	-0.7	-7	-1.7	-4
O=C(Cn1c(NCCCO)nc2ccccc21)c1ccc(Br)cc1	x	-4	-0.2	x	0.8	0.3	6	-2.3	3
COc1ccc2nc(NC(=O)CSc3nc4cccnc4n3C)sc2c1	i	2	-0.1	x	-0.3	-0.4	1	-4.5	12
O=C(NC1CCCCC1)C(c1ccco1)N(C(=O)c1csnn1)c1cccc(Cl)c1 (centres undefined)	-0.3	2	-0.1	0.0	-0.8	-0.3	-3	3.5	12
CCCn1c(C(CO)Nc2nc(-c3cccc(Br)c3)cs2)nc2ccccc21 (centres undefined)	-0.8	0	-2.6	-0.9	-0.5	3.1	6	-4.1	27
CC(CN1CCCC1)OC(=O)COc1ccccc1 (centres undefined)	-0.2	0	0.0	x	2.1	0.4	7	-3.5	-1

# Individual results from the list.
# CCN1CCN(C(=O)c2cc3ccc(OC)cc3[nH]2)CC1 – BioA inh: 0.6
# COc1ccc2nc(NC(=O)CSc3nc4cccnc4n3C)sc2c1 – BioA inh: -0.1
# CC(CN1CCCC1)OC(=O)COc1ccccc1 (centres undefined) – Mtb UGM inh: 2.1
# CC(=O)N(Cc1cc(=O)[nH]c2ccccc12)c1ccccc1 – BioA inh: 0.6

# Carrying on:
smiles	Vc quorum ag	Mtb FBA inh	BioA inh	TcdB GH inh	Mtb UGM inh	PfHsp40 yeast	GDH-TPI inh	FadD28 binding	Yp Topo-I inh
Cc1ccc(-n2nc3c(c2NC(=O)c2cccs2)CSC3)cc1	-1.9	2	-3.4	x	0.2	-0.5	10	-1.1	-6
CC(C)(C)NC(=O)Cc1ccc(S(=O)(=O)N2CCCC2)s1	i	-4	-0.8	x	-1.9	-1.5	-1	0.5	-7
Cc1cc(OCCCCNC(C)C)cc(C(C)C)c1	2.4	0	-3.1	x	-0.9	1.9	14	-2.4	-2
Nc1nnnn1/N=C/c1ccccc1OCc1ccc(Cl)cc1Cl	i	-1	x	2.3	-2.8	-0.8	6	-3.3	2
O=C(NCCc1ccccc1)C1CCN(S(=O)(=O)c2ccc(-c3nn[nH]n3)cc2)CC1	-1.8	6	-1.3	x	-1.7	-0.5	-1	-1.7	3
CCOC(=O)N1CCC(NC(=O)CS(=O)(=O)Cc2nc(-c3cccc(OC)c3)oc2C)CC1	-0.3	2	1.5	x	0.2	-0.8	3	-0.6	15
CCOC(=O)C1CCCN(C(=O)C2CCN(C(=O)Nc3ccccc3)CC2)C1 (centres undefined)	i	2	-1.5	-0.9	2.1	0.0	9	0.2	-2
CCc1c(C)sc(NC(=O)Cn2nc(C(F)(F)F)c3c2CCCC3)c1C#N	i	4	-0.3	x	-0.6	-0.5	4	-0.2	-7
Cc1ccc(OCCC(=O)OCC(=O)Nc2cc(S(=O)(=O)N(C)C)ccc2C)cc1	1.5	-1	x	-0.6	-0.7	32*	-13	-4.3	10
O=C1NC(=S)N/C1=C/c1cc([N+](=O)[O-])ccc1N1CCOCC1	-0.5	-6	x	0.3	-1.3	0.4	15	-3.3	3
O=C(CN(C(=O)CNC(=O)c1ccco1)c1ccc(F)cc1)NC1CCCCC1	-0.3	0	-4.1	1.8	-0.2	-0.8	-11	-4.2	1
Cc1ccc(S(=O)(=O)NCC(=O)OCC(=O)c2cc(C)n(-c3ccccc3)c2C)cc1	i	-1	x	x	x	-0.6	5	0.9	25
CC(=O)Nc1ccc(/C=N/NC(=O)CC2CCCCC2)cc1	-1.1	-2	0.4&-3.9	0.9	x	x	2	-4.3	5
CC12CCC(=O)N1C(C(=O)NNC(=O)c1ccccc1)CS2 (centres undefined)	-0.3	0	x	-1.4	-3.1	0.4	8	-1.3	3
Cc1cc(C)nc(NS(=O)(=O)c2ccc(NC(=O)CN3C(=O)C4CC=CCC4C3=O)cc2)n1 (centres undefined)	-0.5	-5	x	0.2	0.1	0.3	-3	-1.1	3
CC(=O)Nc1ccc(-c2ccnc3c2CC(C)(C(=O)Nc2cccc(C(F)(F)F)c2)O3)cc1 (centres undefined)	-0.8	3	-1.6	0.2	x	x	8	-2.0	-9
CC(C)(C)C(=O)NNC(=O)CCCOc1ccc(Cl)cc1Cl	7.1	-1	-9.6	x	2.0	-1.8	1	0.5	-2
CC(=O)N1CCC(C(=O)Nc2cc(S(=O)(=O)N3CCCCC3)ccc2C)CC1	-3.3	2	-0.9	0.9	x	x	2	-1.9	-6
COc1cc(NC(=O)c2cccs2)c(C(=O)OCC(=O)c2cc(C)n(-c3ccccc3)c2C)cc1OC	1.6	1	-0.3	x	1.3	-0.2	2	-2.0	-6
COC1=C(C)C(=O)C2=C(C1=O)C1C3CC4=C(C(=O)C(OC)=C(C)C4=O)C(CNC(=O)C(C)=O)N3C(C#N)C(C2)N1C (centres undefined)	-5.6	-2	x	-4.9	x	1.7	8	0.1	-4
O=C(COC(=O)/C=C/c1ccc(F)cc1)Nc1ccc(S(=O)(=O)N2CCOCC2)cc1	i	-2	-0.9	0.2	-1.5	-0.6	-4	-2.6	11
O=C(N/C(=C/c1ccc(F)cc1)C(=O)N1CCCC1)c1ccccc1	-0.3	11	1.2	0.4	-1.3	-1.0	0	x	4
COc1cccc(NC(=O)CN2C(=O)NC3(CCCC3)C2=O)c1	-0.3	-7	-1.4	0.4	-0.3	-0.6	-7	x	-5
COc1ccc(NC(=O)c2ccc(COc3ccccc3Br)o2)c(OC)c1	i	1	-3.2	1.3	-4.1	x	16	-1.7	-2
CCOc1cccc2cc(C(=O)N3CCN(C/C=C/c4ccccc4)CC3)c(=O)oc12	i	2	x	x	-3.1	0.2	13	-0.8	34
Nc1ccc(-c2n[nH]c(=O)c3ccccc23)cc1N	i	0	9.5	x	-1.2	-0.7	10	-6.1	8
COc1cc(C(=O)N/N=C/C23CC[C@@H](O)CC2(O)CC[C@@H]2[C@@H]3CCC3(C)C(C4=CC(=O)OC4)CCC23O)ccc1O (some centres undefined)	-0.4	3	x	6.4	-3.0	-0.4	12	-1.1	-6
O=S(=O)(c1ccc(Cl)c(NC(=S)Nc2ccccc2N2CCOCC2)c1)N1CCOCC1	i	-1	x	-4.9	0.0	-0.3	-1	-1.7	3
COc1cccc(NC(=O)C2CCN(S(=O)(=O)c3ccc4c(c3)CC(C)N4C(C)=O)CC2)c1 (centres undefined)	-0.4	0	1.8	1.6	-0.6	-0.9	13	-0.4	10
CC(=O)NCCn1c(SCC(=O)NCc2ccco2)nc2ccccc2c1=O	i	0	-1.2	x	-1.9	-0.8	2	-1.6	8

# A different layout for part of the listing above.
# Fields: Vc quorum ag, Mtb FBA inh, BioA inh, TcdB GH inh, Mtb UGM inh, PfHsp40 yeast, GDH-TPI inh, FadD28 binding, Yp Topo-I inh
Cc1cc(C)nc(NS(=O)(=O)c2ccc(NC(=O)CN3C(=O)C4CC=CCC4C3=O)cc2)n1 (centres undefined)
 : -0.5, -5, x, 0.2, 0.1, 0.3, -3, -1.1, 3
CC(=O)Nc1ccc(-c2ccnc3c2CC(C)(C(=O)Nc2cccc(C(F)(F)F)c2)O3)cc1 (centres undefined)
 : -0.8, 3, -1.6, 0.2, x, x, 8, -2.0, -9

# Continuation.
smiles	Vc quorum ag	Mtb FBA inh	BioA inh	TcdB GH inh	Mtb UGM inh	PfHsp40 yeast	GDH-TPI inh	FadD28 binding	Yp Topo-I inh
Cc1cc(C(=O)NNCc2ccccc2)no1	-0.1	1	-2.0	-0.9	0.1	0.4	3	-0.2	-4
O=C(NC1CCSC1=O)C1CCCCC1 (centres undefined)	2.1	-2	-0.1	1.4	-3.0	0.7	-1	-1.8	-11
CSc1ccccc1NC(=O)c1cc2c(=O)n3ccccc3nc2s1	i	2	-1.5	1.7	-0.1	0.7	9	-0.7	5
CC(C)CC(=O)N1CC(=O)Nc2ccc(F)cc2C1c1ccccc1 (centres undefined)	-1.4	0	0.8	1.1	0.1	-0.1	3	-1.8	3
Cc1ccc(C(=O)N2CCN(c3ccc([N+](=O)[O-])c(NCc4ccco4)c3)CC2)cc1	1.1	-15	-1.2	x	-1.1	1.4	12	-1.1	-2
Cc1cs/c(=N/C(=S)Nc2ccccc2)n1C	4.0	2	x	x	1.9	-0.1	24	1.0	-2
Cc1ccc(C)c(-n2c(-c3ccc4c(c3)OCO4)n[nH]c2=S)c1	i	15	7.1	x	4.0	0.2	5	-1.4	6
CCn1ccnc1CC1COc2ccccc2O1 (centres undefined)	i	1	0.2	0.3	-1.8	-1.0	-4	-2.6	12
CC(CCc1ccccc1)C(=O)NO (centres undefined)	-6.2	1	-0.5	x	0.6	0.2	1	-1.1	4
